Screening results as filed in PubChem.
PTAP-TSG101 blk: blocks PTAP binding to human TSG101, validation; 44,000 tested, under 10 active; Fluorescence polarization, FITC-PTAP peptide/Tsg101, 20 min; Q99816; Potency, µM (doses to about 115 µM), inactives show top-dose activity change, negative = inhibition, usual class: inhibitors; further: potency means the concentration at half of the fitted maximal effect; 0% is about no effect
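qHTS FP binding, 20 min r.t.: 10 uM Tsg101 domain + 50 nM FITC-PTAP peptide, pH 7.5 HEPES buffer with TCEP and EDTA.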
GALK inhibitor: inhibits human galactokinase; P51570; AID 1347072; recombinant GALK, Kinase-Glo ATP luminescence, 1 h; Potency, µM (top dose mostly 57.5 µM), for the others: at the highest dose activity, negative = inhibition, usual class: inhibitors; 44,000 tested, under 10 active;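 further: plate controls were full GALK reaction for no effect and reaction lacking GALK for full effect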
Target sequence (P51570 whole entry, looked up): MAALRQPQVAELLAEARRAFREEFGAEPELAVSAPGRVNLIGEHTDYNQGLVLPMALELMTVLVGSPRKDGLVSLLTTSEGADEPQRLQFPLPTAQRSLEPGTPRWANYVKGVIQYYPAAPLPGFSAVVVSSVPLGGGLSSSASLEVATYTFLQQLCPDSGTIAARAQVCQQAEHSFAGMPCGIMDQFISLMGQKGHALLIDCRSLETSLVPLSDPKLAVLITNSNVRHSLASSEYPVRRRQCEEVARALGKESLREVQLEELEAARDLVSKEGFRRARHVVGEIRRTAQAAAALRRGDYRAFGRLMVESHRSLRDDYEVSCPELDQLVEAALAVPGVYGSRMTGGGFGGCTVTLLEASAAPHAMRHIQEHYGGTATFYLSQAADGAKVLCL
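Human GALK (5 nM) was incubated with 35 uM ATP and 100 uM galactose in 20 mM HEPES pH 8.0 with MgCl2, NaCl, DTT and BSA for 1 h at room temperature. Remaining ATP was measured by Kinase-Glo Plus luminescence.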
p53null 32C tox: p53 null cell cytotoxicity, permissive temperature; H1299-neo p53 null cells, ATP luminescence, 24 h, 32C; Potency, µM (top dose mostly 46.1 µM), for the others: at the top dose activity change, negative = cytotoxicity, usual class: cytotoxic; 55,000 tested, 0.62% active; AID 903;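 further: potency means the concentration at half of the fitted maximal effect; 0% = DMSO only and -100% = full killing by 100 µM tamoxifen; nearly all actives have a fitted effect of over 55% in size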
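AC50 values derive from Hill modelling of qHTS concentration-response data (up to 46 uM) in H1299-neo cells. Cells were treated 24 h at 32C following overnight attachment at 37C; viability was read as cellular ATP.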
NTMT1 inhibitor: NTMT1 methyltransferase inhibition. 59,000 tested, 2.5% active. Potency, µM (titrated, usually from 114 µM), inactives show top-dose activity change, negative = inhibition, actives largely listed as inhibitors. AID 1645870. NTMT1 MTase-Glo SAH luminescence, purified enzyme;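 further: potency means the concentration at half of the fitted maximal effect; plate controls were DMSO vehicle for no effect and no enzyme for full effect; nearly all actives have a fitted effect of over 65% in size; many of its hits are not listed in these tables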
Target sequence (Q9BV86 whole entry, looked up): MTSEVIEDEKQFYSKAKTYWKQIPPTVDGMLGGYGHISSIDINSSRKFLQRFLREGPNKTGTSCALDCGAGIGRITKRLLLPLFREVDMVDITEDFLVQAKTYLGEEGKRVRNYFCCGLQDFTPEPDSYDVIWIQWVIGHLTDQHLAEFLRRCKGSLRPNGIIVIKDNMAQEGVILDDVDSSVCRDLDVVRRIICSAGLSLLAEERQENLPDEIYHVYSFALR
B2AR arrestin ag: beta-arrestin recruitment by human beta2-adrenergic receptor ligands. P07550. HTLA Tango cells, beta-arrestin recruitment, luciferase luminescence, 18 h. Potency, µM (highest dose often 46.1 µM), inactives show top-dose activation, actives largely listed as activators. 44,000 tested, under 10 active;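 further: potency means the concentration at half of the fitted maximal effect; 0% = DMSO and full agonism = EC100 isoproterenol or metaproterenol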
Target sequence (P07550 whole entry, looked up): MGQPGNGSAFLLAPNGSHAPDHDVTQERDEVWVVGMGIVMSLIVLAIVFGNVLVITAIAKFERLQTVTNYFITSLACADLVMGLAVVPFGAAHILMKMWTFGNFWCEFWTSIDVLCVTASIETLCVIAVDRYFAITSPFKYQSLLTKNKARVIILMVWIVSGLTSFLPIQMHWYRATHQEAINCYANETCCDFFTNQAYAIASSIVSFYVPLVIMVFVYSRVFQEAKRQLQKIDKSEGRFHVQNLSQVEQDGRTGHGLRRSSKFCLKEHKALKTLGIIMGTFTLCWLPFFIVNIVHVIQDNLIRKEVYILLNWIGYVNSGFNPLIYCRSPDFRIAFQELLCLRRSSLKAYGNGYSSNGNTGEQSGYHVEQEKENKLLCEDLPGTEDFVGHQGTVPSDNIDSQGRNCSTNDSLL
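Tango cell line, 1% FBS DMEM; cpd titration up to 46 microM; 18 hr, 37 degrees C, 5% CO2. Luciferin/ATP substrate mix added, 15 min RT, luminescence. %Activity, CRC fitting, curve-class categorization.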
p53null 39C kill: p53 null cell cytotoxicity, nonpermissive temperature | Potency, µM (titrated, usually from 46.1 µM), for inactives: top-dose activity, negative = cell killing, actives largely listed as cytotoxic | H1299 p53-null (neo) cells, 39C, ATPlite viability, 24 h | 55,000 tested, 0.97% active | AID 904;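 further: potency means the concentration at half of the fitted maximal effect; 0% = DMSO only and -100% = full killing by 100 µM tamoxifen; nearly all actives have a fitted effect of over 50% in size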
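ATP-luminescence viability readout (ATPlite, 20 min RT) after 24 hr compound treatment at 39C of H1299-neo or H1299-p53A138V cells; titration up to 46 uM; normalized to DMSO and 100 uM tamoxifen; Hill-fit AC50.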
FH mod: Identification of activators of human fumarate hydratase by quantitative high-throughput screening. Fumarate hydratase, mitochondrial (Homo sapiens), P07954. FH coupled MDH/diaphorase resazurin fluorescence, 15 min. Potency, µM (highest dose often 79.9 µM), for inactives: top-dose activity change, negative = inhibition, hits mostly inhibitors. 54,000 tested, 0.22% active; further: potency means the concentration at half of the fitted maximal effect; on the % scale 0 is the no-effect control and ±100 the full control effect; the screen sought activators but most active calls are inhibition curves; nearly all actives have a fitted effect of over 45% in size
Numbers without * were called inactive; u = inconclusive; x = no result given; [ ] = dose if it differs, or a comment. The call rests on the fitted dose curve; in most records, active means well fitted curve in the direction sought with a large enough effect; inconclusive means small, poorly fitted or top-dose-only effect, or another doubt; inactive means no such curve, though single readings can be large; an effect the other way counts as inactive or inconclusive. Not all compounds are listed, so the mix of outcomes need not match the whole.

No.	canonical_smiles	PTAP-TSG101 blk	GALK inhibitor	p53null 32C tox	NTMT1 inhibitor
1	CCCCN(CC)C(=O)CSc1nc2ccccc2c(=O)n1Cc1ccco1	-11%	-1%	14%	-17%
2	Cc1ccc(CCNC(=O)c2cc3c(s2)-c2ccccc2OC3)cc1	-5%	-4%	-5%	-17%
3	CCCCN(c1ccccc1)S(=O)(=O)c1cc2c3c(c1)C(C)C(=O)N3CCC2 (stereo unspecified)	-5%	2%	38%[activator]	-1%
4	CCc1ccc(C2C(C(=O)Nc3ccc(Cl)cc3)=C(C)Nc3ncnn32)cc1 (stereo unspecified)	1%	0%	1%	7%
5	Cc1ccc(CNC(=O)c2nc(SCc3ccc(F)cc3)ncc2Cl)cc1	-6%	2%	-2%	10%
6	CCC(=O)N1CCc2cc(Br)cc(S(=O)(=O)CCC(=O)N3CCN(c4ccccc4F)CC3)c21	4%	0%	-2%	-1%
7	CCCSc1ncc(Cl)c(C(=O)Nc2c(C(=O)c3ccc(F)cc3)oc3ccccc23)n1	-1%	-11%	6%	10%
8	CC(C)CCn1c(=O)c2sccc2n2c(CCCC(=O)NC3CCC(C)CC3)nnc12 (stereo unspecified)	-6%	0%	-2%	17%
9	CSc1ccc(CNC(=O)c2sc3ncnc(N(C)C4CCCCC4)c3c2C)cc1	1%	0%	6%	8%
10	Cc1sc2c(c1C)c(=O)n(-c1ccc(Cl)cc1)c(=O)n2Cc1cc(=O)n2cc(Br)ccc2n1	-1%	-3%	-6%	12%
11	COc1cccc(C(=O)NCc2nc(-c3ccccc3)no2)c1OC	-1%	0%	-6%	12%
12	COc1ccc(NC(=O)C2=C(C)Nc3ncnn3C2c2sccc2C)cc1 (stereo unspecified)	0%	-2%	-7%	-2%

No.	B2AR arrestin ag	p53null 39C kill	FH mod
1	u	u	-43%
2	0%	-26%	3%
3	-4%	17%	-15%
4	7%	1%	3%
5	-2%	1%	1%
6	1%	-15%	1%
7	0%	0%	-2%
8	1%	7%	-8%
9	-3%	6%	-22%
10	-2%	1%	-3%
11	-1%	-14%	-10%
12	1%	u	9%

More entries:
No.	canonical_smiles	PTAP-TSG101 blk	GALK inhibitor	p53null 32C tox	NTMT1 inhibitor
13	CCOc1ccc(CC(=O)NCCc2csc(-c3ccc(C(F)(F)F)cc3)n2)cc1	0%	0%	6%	5%
14	CCN(CC)c1ccc(CN(C(=O)Cc2coc3ccc(C)cc23)C2CCS(=O)(=O)C2)cc1 (stereo unspecified)	-4%	4%	16%	-15%
15	CCn1c(C(=O)Nc2ccccc2C(=O)OC)cc2sc(Cl)cc21	-1%	6%	-6%	13%
16	COc1ccc(NC(=O)Nc2cccc(-c3cn4cccnc4n3)c2)cc1	-1%	5%	u	u
17	COc1cccc(CNC(=O)Cc2c(C)c3c(cc(C)c4c(C)c(C)oc43)oc2=O)c1	-9%	7%	2%	-5%
18	CCc1ccc(NC(=O)c2cc(S(=O)(=O)NC3CCCCCC3)ccc2F)cc1	-9%	-1%	35%[activator]	7%
19	Cc1sc2ncn(CC(=O)N3CCN(c4ccc(F)cc4)CC3)c(=O)c2c1S(=O)(=O)N1CCN(c2ncccn2)CC1	-2%	0%	13%	3%
20	CCOC(=O)c1ccc(NC(=O)COCc2cc(-c3ccc4c(c3)OCO4)on2)cc1	0%	-3%	-10%	2%
21	O=C(CNC(=O)c1ccccc1)OCc1cc(=O)n2ccsc2n1	-4%	3%	2%	-7%
22	COc1ccc(OC)c(CNC(=O)C2CCN(S(=O)(=O)N3CCCCC3)CC2)c1	1%	-1%	8%	-1%
23	COc1ccc(CNC(=O)c2cc3sccc3n2C)cc1	0%	4%	0%	0%
24	Cc1ccccc1C(=O)Nc1nc2nc(-c3ccccc3)cc(=O)n2[nH]1	0%	0%	-10%	11%

No.	B2AR arrestin ag	p53null 39C kill	FH mod
13	0%	28%	-4%
14	0%	18%	u
15	0%	10%	-6%
16	0%	u	-6%
17	-1%	1%	-5%
18	-1%	13%	u
19	-1%	-4%	-6%
20	2%	-8%	-6%
21	-1%	-6%	15%
22	1%	-13%	-3%
23	0%	u	-13%
24	-2%	-28%	4%

Next section.
No.	canonical_smiles	PTAP-TSG101 blk	GALK inhibitor	p53null 32C tox	NTMT1 inhibitor
25	O=C(CSc1nnc2ccc3ccccc3n12)Nc1ccccc1Cl	2%	2%	-29%	-3%
26	COc1cccc(-c2nn(C)c3sc(C(=O)N4CCN(c5cccc(C)c5)C(C)C4)cc23)c1 (stereo unspecified)	1%	7%	36%[activator]	-2%
27	C=Cc1ccc(Cn2c(C(=O)O)c(CNCc3cc(OC)ccc3OC)c3ccc(C)cc32)cc1	2%	-1%	-11%	10%
28	COc1cccc(N2CCN(C(=O)c3c(C)oc4ncnc(N5CCOCC5)c34)CC2)c1	-2%	0%	-9%	u
29	CCOc1ccc(CCNC(=O)c2ccc(-n3c(C)cc4c3CCC(C)C4)cc2)cc1OCC (stereo unspecified)	5%	5%	1%	1%
30	COc1ccc(OC)c(NC(=O)Cn2ccn(-c3ccc(OC)c(OC)c3)c(=O)c2=O)c1	7%	2%	3%	-8%
31	Cc1ccccc1-c1nc(CN2CCC(C(=O)NCCc3ccccc3)CC2)c(C)o1	0%	-16%	-5%	-10%
32	CN(Cc1ccccc1)C(=O)c1ccc2c(c1)N(Cc1ccccc1Cl)C(=O)c1ccccc1S2	-2%	-2%	23%	1%
33	Cc1ccc(C)c(-n2c(N)c(C#N)c3nc4ccccc4nc32)c1	-2%	-3%	5%	x
34	O=C(C1CCN(S(=O)(=O)c2cccs2)CC1)N1CCN(c2cccc(Cl)c2)CC1	4%	2%	-1%	-1%
35	CCc1ccc2oc(C(=O)N(Cc3ccc(N(C)C)cc3)Cc3ccco3)c(C)c2c1	-3%	-10%	4%	7%
36	CCS(=O)(=O)NCCc1csc2nc(-c3ccc(OC)cc3)nn12	1%	-7%	-10%	-3%

No.	B2AR arrestin ag	p53null 39C kill	FH mod
25	5%	-26%	-28%
26	1%	24%	-18%
27	-1%	u	u
28	0%	9%	12%
29	u	-19%	-13%
30	0%	-12%	0%
31	0%	-19%	-6%
32	4%	7%	-34%
33	-2%	-16%	x
34	-1%	11%	-16%
35	0%	12%	-18%
36	-2%	2%	1%

More entries:
No.	canonical_smiles	PTAP-TSG101 blk	GALK inhibitor	p53null 32C tox	NTMT1 inhibitor
37	O=c1cc(-c2ccccc2)nc(SCc2nc(-c3ccc(Cl)cc3)no2)[nH]1	2%	0%	-17%	-2%
38	Cc1nc2c(-c3ccccc3)c(C)nn2c(C)c1CCC(=O)Nc1ccccc1F	0%	9%	-5%	9%
39	Cn1c(=O)c2sccc2n2c(CCCC(=O)NCc3ccccc3)nnc12	4%	0%	11%	4%
40	COCCn1c(C)cc(O)c(C(c2ccccc2)N2CCN(c3ccccc3F)CC2)c1=O (stereo unspecified)	7%	2%	-7%	u
41	O=C(Cc1ccc(Cl)cc1)Nc1ccc2nn(-c3ccc(Cl)cc3)nc2c1	3%	0%	2%	-14%
42	CCOc1cc2[nH]c(=O)n(Cc3ccc(C(=O)NCCN(CC)CC)cc3)c(=O)c2cc1OCC	-1%	1%	6%	1%
43	COc1ccc(-n2nc(C(=O)Nc3cc(OC)c(OC)c(OC)c3)c(=O)n(C)c2=O)cc1	-4%	0%	-23%	9%
44	CCCCC(=O)Oc1ccc2oc(-c3ccc(OC)cc3)cc(=O)c2c1	1%	3%	u	15%
45	CCOC(=O)c1cc2c(=O)n3ccccc3nc2n(Cc2ccco2)c1=NC(=O)c1ccc(C)c(C)c1	-1%	-5%	5%	-26%
46	COc1ccc(C(=O)c2oc3ccccc3c2NC(=O)COc2ccccc2)cc1	4%	0%	0%	-1%
47	Cc1ccc(C)c(N2CCN(C(=O)c3cc4c(=O)n(Cc5ccco5)ccc4nc3C)CC2)c1	-2%	3%	6%	x
48	Cc1ccccc1CNC(=O)C1CCN(c2nnc(C)c3c(C)n(-c4ccccc4)nc23)CC1	5%	-3%	8%	-6%

No.	B2AR arrestin ag	p53null 39C kill	FH mod
37	0%	1%	-20%
38	0%	19%	-10%
39	-3%	23%	-4%
40	0%	-4%	3%
41	0%	10%	0%
42	-3%	1%	6%
43	1%	u	3%
44	-2%	u	4%
45	0%	2%	-24%
46	0%	26%	0%
47	-1%	9%	x
48	0%	u	-2%

Entries of single compounds from above.
Shown for COc1cccc(-c2nn(C)c3sc(C(=O)N4CCN(c5cccc(C)c5)C(C)C4)cc23)c1 (stereo unspecified) → PTAP-TSG101 blk = 1%; GALK inhibitor = 7%; p53null 32C tox = 36%[activator]; NTMT1 inhibitor = -2%; B2AR arrestin ag = 1%; p53null 39C kill = 24%; FH mod = -18%
Shown for O=c1cc(-c2ccccc2)nc(SCc2nc(-c3ccc(Cl)cc3)no2)[nH]1 → PTAP-TSG101 blk = 2%; GALK inhibitor = 0%; p53null 32C tox = -17%; NTMT1 inhibitor = -2%; B2AR arrestin ag = 0%; p53null 39C kill = 1%; FH mod = -20%
Shown for CC(C)CCn1c(=O)c2sccc2n2c(CCCC(=O)NC3CCC(C)CC3)nnc12 (stereo unspecified) → PTAP-TSG101 blk = -6%; GALK inhibitor = 0%; p53null 32C tox = -2%; NTMT1 inhibitor = 17%; B2AR arrestin ag = 1%; p53null 39C kill = 7%; FH mod = -8%

(next part)
No.	canonical_smiles	PTAP-TSG101 blk	GALK inhibitor	p53null 32C tox	NTMT1 inhibitor
49	CCCOc1ccc(CN(C(=O)c2nc(SC(C)C)ncc2Cl)C2CCS(=O)(=O)C2)cc1 (stereo unspecified)	-9%	0%	2%	14%
50	CCc1cccc(NC(=O)Cn2c(=O)n(-c3cccc(Cl)c3)c(=O)c3c2c2cc(C)ccc2n3C)c1	-1%	2%	5%	-1%
51	CCC(C(=O)NCc1ccccc1Cl)n1nc(C)c2sc3ccccc3c2c1=O (stereo unspecified)	2%	0%	-9%	-2%
52	CCOc1ccc(N2CC(NC(=O)c3ccco3)CC2=O)cc1 (stereo unspecified)	-1%	-6%	-2%	5%
53	Cc1ccccc1NC(=O)CSc1nnc(COc2ccc(Cl)cc2)o1	2%	-12%	10%	x

No.	B2AR arrestin ag	p53null 39C kill	FH mod
49	-2%	-22%	-20%
50	0%	-4%	1%
51	-1%	-5%	-4%
52	-3%	1%	2%
53	-3%	10%	x
